# High-throughput results: PubChem BioAssay, several laboratories
# NPY-Y1 PAM-ag: potentiates or activates human NPY-Y1 receptor | NPY-Y1 expressing cells, potentiator/agonist activation | activation, % at 3.6 µM | hit rate 0.37% among 220,000; in the data active means activation above about 33%, passing the limit was not always enough;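 further: cells stimulated with NPY at EC10 then isoproterenol at EC100; 0% = low agonist plus stimulus and 100% = saturating agonist plus stimulus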
# S1P4 ag: human S1P4 receptor agonism; hit rate 0.35% among 220,000; S1P4-expressing cell line, agonist reporter assay; activation, % at 4.98 µM; in the data active means activation above about 11%;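 further: 0% = DMSO vehicle and 100% = reference agonist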
# p97 inhibitor: human p97 ATPase inhibition. P55072. recombinant p97 ATPase, Kinase-Glo ATP luminescence, 3 h. inhibition, % at 8 µM. hit rate 0.42% among 220,000. AID 1481; in the data active means inhibition above about 15%;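 further: 0% = DMSO vehicle and 100% = wells lacking enzyme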
# Target sequence (P55072 whole entry, looked up): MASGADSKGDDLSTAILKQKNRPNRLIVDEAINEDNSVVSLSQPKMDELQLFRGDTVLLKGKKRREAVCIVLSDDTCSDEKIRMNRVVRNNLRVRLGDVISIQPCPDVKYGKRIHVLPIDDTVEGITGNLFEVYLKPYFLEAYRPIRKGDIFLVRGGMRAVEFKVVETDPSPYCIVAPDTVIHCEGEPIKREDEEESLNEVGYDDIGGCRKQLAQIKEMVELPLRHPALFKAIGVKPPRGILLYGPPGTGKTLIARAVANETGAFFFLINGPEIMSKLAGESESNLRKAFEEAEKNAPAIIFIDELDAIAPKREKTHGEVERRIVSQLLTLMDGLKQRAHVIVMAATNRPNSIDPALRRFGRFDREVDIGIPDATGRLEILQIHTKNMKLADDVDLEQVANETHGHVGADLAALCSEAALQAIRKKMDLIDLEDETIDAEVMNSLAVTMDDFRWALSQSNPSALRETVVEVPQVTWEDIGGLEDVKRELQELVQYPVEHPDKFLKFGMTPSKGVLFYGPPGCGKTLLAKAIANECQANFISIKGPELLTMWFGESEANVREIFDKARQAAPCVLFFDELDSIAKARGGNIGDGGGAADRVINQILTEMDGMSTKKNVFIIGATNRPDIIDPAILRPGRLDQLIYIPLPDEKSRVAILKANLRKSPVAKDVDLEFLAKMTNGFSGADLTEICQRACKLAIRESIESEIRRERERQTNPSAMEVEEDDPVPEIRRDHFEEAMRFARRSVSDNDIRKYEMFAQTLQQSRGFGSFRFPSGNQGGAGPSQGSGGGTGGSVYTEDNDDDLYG
# NPY2 pot ag: potentiates or activates human NPY-Y2 receptor; P49146; cells expressing NPY-Y2, potentiator/agonist read-out; activation, % at 3.6 µM; hit rate 0.45% among 220,000; AID 1359; in the data active means activation above about 27%;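 further: cells stimulated with NPY near EC25 plus isoproterenol at EC100; 0% = vehicle plus submaximal agonist and 100% = vehicle plus saturating agonist; some results beyond the cut were filed as inactive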
# eIF4E 4G PPI: eIF4E/eIF4G interaction inhibition in translation initiation | P63073+Q04637 | TR-FRET eIF4E-eIF4GI(517-606) binding, 2 h | inhibition, % at 21.7 µM | hit rate 0.37% among 220,000 | AID 782;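 active means inhibition above about 30%, limit read from the data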;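 further: 0% = full FRET control wells and 100% = background wells lacking eIF4GI fragment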
# EP2 mod: EP2 receptor (human) modulation; hit rate 0.83% among 260,000; induction, % at 25 µM; EP2-expressing cells, cAMP HTRF FRET, PGE2 co-stimulation; AID 940; P43116;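 active means compounds whose cAMP rise, as percent of the full-agonist control response, exceeds 60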;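 further: rat C6 glioma line stably carrying human EP2 under a CMV promoter; the protocol text gives 20 µM as final concentration; 100% = response of wells given 1 µM PGE2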
# PGE2 EP2 inh: inhibitors of human EP2 prostaglandin E2 receptor; P43116; C6 glioma cells expressing human EP2, cAMP TR-FRET; cells stimulated with saturating PGE2; inhibition, % at 25 µM; hit rate 0.52% among 260,000; AID 1422;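 active means percent inhibition above 40 after rounding to a whole number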;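 further: rat C6 glioma host cells with rolipram phosphodiesterase inhibitor present; the protocol text gives 20 µM as final concentration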
# NPY-Y1 antag: NPY-Y1 (human) receptor antagonism; hit rate 1% among 200,000; inhibition, % at 3.6 µM; P25929; HEK293-CNG Y1 cells, membrane potential fluorescence; NPY at EC95, then isoproterenol;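 active means inhibition above the campaign mean inhibition of all tested compounds plus 3 SD, cut at about 20% in these data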;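 further: 0% = DMSO wells given NPY plus isoproterenol and 100% = isoproterenol alone without NPY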
#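 Material: HEK293 cells with Y1 receptor plus CNG channel; times: compound incubation 1 h at room temperature, readout 45 min post-stimulation; signal: fluorescence, membrane potential probe; read-out basis: fluorescence ratio normalized to % inhibition between controls; benchmarks: full-block control isoproterenol-only wells, zero-block control NPY plus isoproterenol wells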
# S1P4 antag: blocks the human S1P4 receptor; O95977; S1P4-expressing cells, antagonist mode, reporter read-out; inhibition, % at 4.98 µM; hit rate 0.26% among 220,000; AID 1510; in the data active means inhibition above about 29%;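 further: 0% = wells stimulated with agonist and 100% = vehicle wells without agonist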
# Numbers without * were called inactive; . = no result given; & = joins results of further samples; [ ] = remark or other dose.
SMILES,NPY-Y1 PAM-ag,S1P4 ag,p97 inhibitor,NPY2 pot ag,eIF4E 4G PPI,EP2 mod,PGE2 EP2 inh,NPY-Y1 antag,S1P4 antag
COC(=O)c1sc2nc(CN3CCN(c4cccc(C(F)(F)F)c4)CC3)[nH]c(=O)c2c1C,6,-0.9,6,17,-3,14,17,0,-12
CC(C)(C)OC(=O)NC(CCNC=C1C(=O)OC(C)(C)OC1=O)C(=O)O (stereo not given),3,1.1,3,9,-3,17,4,4,-4
COc1cc(NC(=S)Nc2cccnc2)cc(OC)c1OC,-3,1.5,-3,-7,-2,-13,4,4,-5
COc1cccc(OCCCN2CCCCC2)c1,-2,2.7,4,3,4,6,1,-5,-37
O=C(Cc1sc(Nc2ccccc2)nc1-c1ccccc1)NCc1ccccn1,19,0.3,5,9,-5,-60,8,0,7
Cn1/c(=N/N=C/c2ccc(N3CCOCC3)cc2)sc2ccccc21,-3,-0.9,3,0,-1,-32,8,12,1
S=C(N/N=C/c1ccc2ncccc2c1)Nc1ccccc1,-7,0.5,3,4,2,-85,14,1,-3
CCc1cc(C(=O)COc2ccccc2F)c(O)cc1O,9,1.1,3,2,7,19,8,7,-6
COCCCNCCOc1ccc(C(C)(C)c2ccccc2)cc1,-31,0.4,-1,-1,11,-17,12,16,-18
COCc1cc(C)nc(SC)c1C#N,4,-0.1,4,-5,1,31,15,3,-5
CCOC(=O)c1cc(C)nc(SC)c1C#N,-25,1.6,-6,-34,3,14,8,.,-6
O=C(Nc1cccc(C(F)(F)F)c1)c1cc(-c2cccs2)on1,-24,-2.5,-2,-30,4,10,5,7,0
COc1cccc(OCc2nc(-c3ccc(Br)o3)no2)c1,-35,-0.8,-4,-34,1,12,7,15,-6
O=C(CN1C(=O)C2CCc3[nH]c4ccccc4c3C2C1=O)N1CCCC1 (stereo not given),3,-0.8,8,-13,0,-19,9,-1,1
COc1ccc(CCNC(=O)C23CCC(C)(C(=O)C2Br)C3(C)C)cc1OC (stereo not given),17,-0.4,6,0,-1,3,6,.,-7
COC(=O)c1onc(C(=O)c2ccccc2)c1C(=O)OC,-44,-2.6,0,-24,3,14,5,12,-14
Cc1cc(C)nc(SCCN(C)C)n1,5,0.4,3,-3,-1,-6,7,1,-9
Cc1[nH]n(-c2ccccc2)c(=O)c1-c1ccc(Cl)cc1,21,-2.0,3,1,3,-30,14,-5,-10
CCCS(=O)(=O)C(=C(Nc1ccccc1)Nc1ccccc1)S(=O)(=O)CCC,13,-0.4,0,0,1,63*,5,1,-9
COc1ccc(NC(=O)c2cnc(C)cn2)c2ncccc12,8,1.6,5,-10,-8,16&14,9&14,1,-19
N#C/C(=C\c1ccccc1Cl)C(=O)NC(=O)Oc1ccccc1,-3,-0.2,-4,18,0,9,11,-1,-5
COc1ccc(-n2c(COc3ccc4ccccc4c3)nnc2SCC(=O)NCc2ccco2)cc1,-14,0.4,-5,-11,-18,-6,10,-1,8
COC(=O)C1CCN(Cc2ccc(C)cc2)CC1,9,-0.5,0,-4,-1,19,14,0,-4
C/C(CC(=O)Nc1ccc(Cl)cc1)=N\NC(=O)C(=O)N1CCCCC1,16,2.2,-1,-3,1,14,3,2,-8
COc1ccc(C2C(C#N)=C(N)N(c3ccccc3C#N)C3=C2C(=O)CCC3)cc1CN1CCCC1 (stereo not given),-8,-1.0,1,-10,4,31,21,-3,-23
SMILES,NPY-Y1 PAM-ag,S1P4 ag,p97 inhibitor,NPY2 pot ag,eIF4E 4G PPI,EP2 mod,PGE2 EP2 inh,NPY-Y1 antag,S1P4 antag
COc1ccc(C(CNC(=O)COc2ccc(-c3ccccc3)cc2)N2CCOCC2)cc1 (stereo not given),-3,0.0,-12,-17,3,-20,16,.,15
Cc1nn(CC(=O)NCCc2ccc(Cl)cc2Cl)c(C)c1[N+](=O)[O-],4,-1.5,-8,3,3,9,4,12,1
O=S(=O)(NCCc1ccccn1)c1ccc(-c2ccccn2)s1,22,-1.2,8,-7,3,-19,12,.,3
CCOC(=O)c1csc(NC(=O)CSc2nnnn2-c2ccc(OCC)cc2)n1,-15,1.6,2,0,2,-49,3,7,-9
O=S(=O)(/C=C/c1ccccc1)Nc1ccc2c(c1)OCO2,-2,-2.2,5,10,3,-16,18,6,-5
Cc1ccc(OCCCn2ccnc2)c([N+](=O)[O-])c1,11,1.6,-2,9,-23,-4,2,2,-32
Cc1oc2cc(O)ccc2c(=O)c1Oc1ccc2ccccc2c1,-10,1.7,2,1,7,-44,13,3,1
Cc1[nH]c2ccccc2c1SCCN,-4,-0.7,-3,-15,.,.,11,1,-8
COc1ccc(N2CCN(c3oc(-c4ccc(OC)c(OC)c4)nc3C#N)CC2)cc1,8,-1.7,-2,1,-12,4,22,-3,1
O=C(CSc1nc(-c2ccccc2)c(-c2ccccc2)o1)Nc1nncs1,-8,-2.8,2,-5,-1,35,31,0,0
COc1cc(C2C3=C(CC(C)(C)CC3=O)Nc3c2c(=O)[nH]c(=O)n3Cc2ccccc2)ccc1O (stereo not given),-11,5.9,3,-5,2[fluorescence artefact?],29,6,0,8
O=C(Cn1cnc2ccccc2c1=O)Nc1cccc(-c2nnc3n2CCCCC3)c1,6,0.9,1,17,0,1,9,-3,1
Cc1cccc(N2C(=O)C3C(c4ccccc4)OC4(C(=O)c5ccccc5C4=O)C3C2=O)c1 (stereo not given),14,-0.7,3,-5,0,25,5,5,7
CC(C)CN1CCN(Cc2cccn2-c2ccccn2)CC1CCO (stereo not given),4,-0.8,-1,-16,-5,18,5,10,-1
O=C(Cn1c(-c2ccccc2)c[n+]2ccsc12)c1ccc(Br)cc1,7,1.1,2,-13,-4,-1,7,5,9
COc1ccc(C2c3[nH]c4ccccc4c3CCN2CCCn2cccn2)c(C)c1C (stereo not given),-15,-0.5,4,-17,-4,37,7,36*,24
Cc1cc(C)nc(Nc2n[nH]c(-c3ccccc3Br)n2)n1,-24,0.8,-4,-13,2,-3,19,2,-19
O=C(CSC1=NCCS1)NC1CCCCC1,12,-0.7,3,8,-3[fluorescence artefact?],23,13,-5,-14
CCOC(=O)CSC1=C(C#N)C(C)C2=C(CCCC2=O)N1 (stereo not given),5,-1.5,4,3,0[fluorescence artefact?],8,12,3,-7
CCCN(CC(=O)Nc1ccc(C(C)=O)cc1)CC(=O)Nc1ccccc1C,15,-1.0,-6,-23,2,-58,5,7,8
Cc1cc(C)n(-c2nc(N(C)C)nc(N(C)C)n2)n1,-5,-0.4,2,-17,0,3,9,6,-4
CC(C)(C)c1ccc(C(=O)NCCC(=O)NCc2ccco2)cc1,15,0.3,5,15,.,.,8,1,5
COc1ccc(S(=O)(=O)n2nc(OC(=O)c3cccs3)cc2NC(=O)c2cccs2)cc1,11,0.2,4,-5,1,13,5,-3,-1
CS(=O)(=O)N1CCN(C(=O)c2ccc(-c3ccccc3)cc2)CC1,-21,0.2,4,0,-3[fluorescence artefact?],-4,11,-8,5
O=c1cnn(-c2ccccc2)c(-c2ccccc2)c1,44,1.9,2,1,3,27,2,-9,-3
SMILES,NPY-Y1 PAM-ag,S1P4 ag,p97 inhibitor,NPY2 pot ag,eIF4E 4G PPI,EP2 mod,PGE2 EP2 inh,NPY-Y1 antag,S1P4 antag
C#CCOCCOCCOCCNc1nc(N2CCN(C(=O)[C@H]([C@@H](C)CC)n3cc([C@@H](N)CO)nn3)CC2)nc(N2CCN(C(=O)[C@H]([C@@H](C)CC)n3cc([C@@H](N)CC(C)C)nn3)CC2)n1,-6,0.4,-1,-6,7,10,-3,4,12
O=C(Nc1ccccc1NC(=O)c1csnn1)c1csnn1,2,0.6,3,-5,0,20,4,0,-3
CCCn1c(N)c(C(=O)CSc2nc(C)cs2)c(=O)[nH]c1=O,-16,0.2,-1,-29,2,25,17,-5,13
Oc1ccc(C=NC2CCCCC2)c(O)c1,11,-1.1,-5,-7,1,-9,8,-5,0
COc1ccc(N2C(=O)CC(N(CCc3ccccc3)C(=O)c3ccccc3)C2=O)cc1 (stereo not given),12,1.2,-3,13,-2,1,10,.,4
CCn1c(SCC(=O)Nc2oc(-c3ccccc3)c(-c3ccccc3)c2C#N)nnc1-c1ccco1,-14,-3.7,-1,1,-25,19,8,11,8
O=C(O)C(c1ccccc1)N1C(=O)/C(=C/c2cccs2)SC1=S (stereo not given),-14,0.6,6,-7,3,19,13,.,-4
O=C(CN1CCCCCC1)NCc1ccccc1,0,0.2,-2,-10,2,-16,7,-7,4
Cc1ccc(S(=O)(=O)c2c(C)cc(C)nc2N2CCCCC2)cc1,11,-0.6,-2,9,4,70*,8,-4,-1
Cc1cccc(NC(=S)N(Cc2ccco2)C(C)c2cccs2)c1 (stereo not given),-3,1.7,1,9,-5,53,4,8,3
CC(C)CN(C(=O)COC(=O)CCN1C(=O)c2ccccc2C1=O)C1CCS(=O)(=O)C1 (stereo not given),0,-0.9,-6,9,4[fluorescence artefact?],10,9,-2,5
COc1ccc(-c2nc(C#N)c(NCc3ccccc3Cl)o2)cc1OC,7,0.2,0,0,4,-63,4,5,-11
CS(=O)(=O)N(CC(=O)Nc1cccc([N+](=O)[O-])c1)c1ccccc1F,18,1.7,8,3,0,-60,4,-2,-8
Cc1ccc(-n2[nH]c(C)c(C=Nc3ccc(S(=O)(=O)Nc4nc(C)cc(C)n4)cc3)c2=O)c(C)c1,-1,1.6,-5,12,-5,0,2,3,-12
Nc1ncc(-c2nnnn2-c2ccc(Cl)cc2)c(-c2ccc(Cl)cc2)n1,9,-3.6,-1,7,-1,14,6,-3,9
CC1(c2cccc3ccccc23)NC(=O)N(CC(=O)NC2CCS(=O)(=O)C2)C1=O (stereo not given),-3,0.2,4,5,4[fluorescence artefact?],10,18,1,-4
COC(=O)c1c(NC(=O)CC2SCC(C(=O)OC)NC2=O)sc2c1CCCC2 (stereo not given),22,0.0,1,17,0,4,6,-1,-10
C=CCNC(=O)C1CCN(C(=O)c2ccc(-c3ccccc3)cc2)CC1,31,0.5,6,7,3,-53,9,-4,14
CCOC(=O)N1CCN(C(=O)CN2C(=O)CC(C)(C)S(=O)(=O)c3ccccc32)CC1,-9,0.9,6,13,2,16,4,8,-10
O=C(COc1ccc([N+](=O)[O-])cc1Cl)NCC1CCCO1 (stereo not given),-7,-0.2,1,-11,3,3,6,0,-12
Cc1ccc2nsnc2c1NC(=O)c1cccnc1Cl,12,1.0,2,6,5,23,11,1,-13
Cc1noc(/C=C/N(C)C)c1S(=O)(=O)N1CCCC(C(=O)N2CCc3ccccc32)C1 (stereo not given),-12,-2.1,-4,-16,.,.,.,2,-14
c1ccc(CSCCc2ccncc2)cc1,17,0.3,0,1,.,-5&-9,17,-6,0
COc1ccc(N2CCN(c3oc(COc4ccccc4)nc3C#N)CC2)cc1,1,-1.5,-3,-12,3,-17,26,39*,-9

# Not all compounds are listed (hit frequency here may not be typical).
